LYPLA1 counter: LYPLA1 inhibitors, primary screen, counter-screen for PME1 inhibitor project, biochemical, fluorescence polarization, FP-Rh probe ABPP; inhibition, % at 5.9 µM; recombinant LYPLA1; hit rate 0.16% among 320,000; Acyl-protein thioesterase 1 (Homo sapiens), O75608;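 active = inhibition above the mean of all tested compounds plus 3 SD, set per campaign, cut at about 14% in these data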;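 note: inhibitors block serine hydrolase probe labeling of LYPLA1 so polarization falls; 0% = enzyme with DMSO and 100% = wells lacking LYPLA1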
PAFAH1B3 inh: PAFAH1B3 enzyme inhibitors, primary screen, biochemical, fluorescence polarization, human | AID 492972, 2010 | hit rate 0.28% among 340,000 | recombinant PAFAH1B3, FP-rhodamine probe | Platelet-activating factor acetylhydrolase IB subunit alpha1 (Homo sapiens), Q15102 | inhibition, % at 3.39 µM;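 active = inhibition above the screen-wide average of all tested compounds plus 3 SD, cut at about 25% in these data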;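 note: 0% = enzyme with DMSO only and 100% = wells lacking PAFAH1B3 protein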
Target sequence (Q15102 whole entry, looked up): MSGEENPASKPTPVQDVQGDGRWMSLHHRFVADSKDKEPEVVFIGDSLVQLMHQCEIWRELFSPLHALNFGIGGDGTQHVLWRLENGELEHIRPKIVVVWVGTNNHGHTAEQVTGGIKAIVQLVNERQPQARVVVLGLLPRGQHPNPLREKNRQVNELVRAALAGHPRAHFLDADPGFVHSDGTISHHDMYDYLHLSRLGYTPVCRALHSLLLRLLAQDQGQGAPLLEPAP
PAD4 inh: human PAD4 inhibitors, primary screen, biochemical, fluorescence polarization, 1536-well format. Protein-arginine deiminase type-4 (Homo sapiens), Q9UM07. recombinant PAD4, RCA probe fluorescence polarization. inhibition, % at 6.36 µM. hit rate 0.41% among 330,000;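 active = percent inhibition above a cutoff equal to the mean of all tested compounds plus 3 SD, cut at about 15% in these data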;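 note: 0% = PAD4 with RCA probe and DMSO and 100% = probe without PAD4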
PAFAH1B2 inh: PAFAH1B2 enzyme inhibitors, primary screen, biochemical, fluorescence polarization, human. Platelet-activating factor acetylhydrolase IB subunit alpha2 (Homo sapiens), P68402. AID 492953, 2010. inhibition, % at 3.39 µM. recombinant PAFAH1B2, FP-rhodamine activity probe. hit rate 1.2% among 340,000;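 active = inhibition above the mean of all tested compounds plus 3 SD, cut at about 24% in these data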;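 note: 0% = enzyme with DMSO and 100% = wells lacking PAFAH1B2; many of its hits are not listed in these tables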
PAFAH2 FP inh: PAFAH2 enzyme inhibitors, primary screen, biochemical, fluorescence polarization, human. recombinant PAFAH2, FP-rhodamine activity probe. inhibition, % at 3.39 µM. Platelet-activating factor acetylhydrolase 2, cytoplasmic (Homo sapiens), Q99487. hit rate 0.99% among 340,000;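 active = inhibition above the mean over all tested compounds plus 3 SD, cut at about 30% in these data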;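 note: inhibitors block probe labeling of enzyme so polarization drops; 0% = enzyme with DMSO and 100% = wells lacking PAFAH2 protein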
PME-1 primary: PME-1 inhibitors via competitive probe labeling, primary screen, biochemical, fluorescence polarization, FP-Rh probe, HTS; inhibition, % at 5.9 µM; hit rate 0.53% among 320,000; recombinant PME-1; AID 2130, 2009;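 active = inhibition above the campaign mean of all compounds plus 3 SD, cut at about 26% in these data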;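 note: competitive labeling of PME-1 active site by serine hydrolase directed probe; 0% = PME-1 with DMSO and 100% = wells lacking PME-1 enzyme; inhibitors block probe labeling so polarization falls and inhibition rises; many of its hits are not listed in these tables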
Target sequence (Q9Y570 whole entry, looked up): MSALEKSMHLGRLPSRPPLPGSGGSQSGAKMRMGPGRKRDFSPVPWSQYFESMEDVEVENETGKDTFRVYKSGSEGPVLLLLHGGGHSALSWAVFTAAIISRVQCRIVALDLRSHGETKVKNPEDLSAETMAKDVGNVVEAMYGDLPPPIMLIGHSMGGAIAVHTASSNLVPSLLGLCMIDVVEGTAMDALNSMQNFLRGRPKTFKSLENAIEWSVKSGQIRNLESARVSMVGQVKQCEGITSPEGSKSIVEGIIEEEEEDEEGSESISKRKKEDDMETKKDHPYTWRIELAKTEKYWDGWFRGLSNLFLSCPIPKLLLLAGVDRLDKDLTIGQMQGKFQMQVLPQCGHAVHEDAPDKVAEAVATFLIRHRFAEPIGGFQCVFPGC
GSTO1 inh: inhibitors of recombinant GSTO1, primary screen, counter-screen for RBBP9 inhibitor project, biochemical, fluorescence polarization. Glutathione S-transferase omega-1 (Homo sapiens), P78417. activity-based probe fluorescence polarization. inhibition, % at 5.96 µM. hit rate 1.1% among 300,000;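 active = inhibition above the campaign mean inhibition plus 3 SD, cut at about 35% in these data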;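 note: 0% = GSTO1-1 with DMSO and 100% = wells lacking GSTO1-1 enzyme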
pPAFAH inh: pPAFAH enzyme inhibitors, primary screen, biochemical, fluorescence polarization, human; Platelet-activating factor acetylhydrolase (Homo sapiens), Q13093; recombinant pPAFAH, FP-rhodamine probe fluorescence polarization; inhibition, % at 3.39 µM; hit rate 1.5% among 330,000; AID 463082, 2010;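 active = inhibition above the mean inhibition across the screen plus 3 SD, cut at about 25% in these data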;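 note: inhibitors block binding of the rhodamine activity-based probe so polarization drops; 0% = enzyme with DMSO and 100% = wells lacking pPAFAH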
Target sequence (Q13093 whole entry, looked up): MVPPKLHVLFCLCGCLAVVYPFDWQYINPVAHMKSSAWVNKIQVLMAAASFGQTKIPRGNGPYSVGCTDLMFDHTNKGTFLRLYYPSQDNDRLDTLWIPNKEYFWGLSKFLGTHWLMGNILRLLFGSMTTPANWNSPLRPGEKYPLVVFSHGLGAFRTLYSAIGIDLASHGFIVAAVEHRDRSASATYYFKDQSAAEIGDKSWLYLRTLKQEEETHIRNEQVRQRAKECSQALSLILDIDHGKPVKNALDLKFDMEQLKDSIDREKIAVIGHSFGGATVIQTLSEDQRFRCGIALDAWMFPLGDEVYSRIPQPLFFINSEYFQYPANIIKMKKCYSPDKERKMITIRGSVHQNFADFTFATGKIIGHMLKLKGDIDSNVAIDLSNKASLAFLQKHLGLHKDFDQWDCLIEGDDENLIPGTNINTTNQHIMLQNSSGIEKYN
LYPLA2 inh: LYPLA2 inhibitors, primary screen, counter-screen for PME1 inhibitor project, biochemical, fluorescence polarization, FP-Rh probe ABPP; inhibition, % at 5.9 µM; Acyl-protein thioesterase 2 (Homo sapiens), O95372; hit rate 0.38% among 320,000; AID 2177, 2009; recombinant LYPLA2;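 active = inhibition above the screen-wide mean plus 3 SD, limit set per campaign, cut at about 26% in these data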;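 note: 0% = LYPLA2 with DMSO and 100% = wells lacking LYPLA2 enzyme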
* marks the source's active call; other numbers are inactive results; / = not tested or not shown.

SMILES | LYPLA1 counter | PAFAH1B3 inh | PAD4 inh | PAFAH1B2 inh | PAFAH2 FP inh | PME-1 primary | GSTO1 inh | pPAFAH inh | LYPLA2 inh
COC(=O)c1cc(NC(=O)CC2C(=O)NCCN2C(=O)c2ccc(F)cc2)cc(C(=O)OC)c1 (stereo not given) | -3 | 8 | 4 | 2 | 1 | -1 | 10 | 1 | 2
COc1ccccc1CN1C(=O)[C@@H]2Cc3c([nH]c4ccccc34)C(C)(C)N2C1=O | -2 | -5 | 0 | 3 | 9 | 6 | 0 | 7 | -5
Cc1cccc(NC(=O)CCN2CCN(C)CC2)c1 | 4 | 4 | -4 | 0 | -6 | -7 | 0 | 3 | 0
CCCn1c(-c2ccc[nH]c2=O)nc2cc(C)c(C)cc21 | 1 | 4 | -2 | 8 | 3 | -2 | -3 | 4 | 1
CCn1nc(C(=O)N2CCc3ccccc32)c2ccccc2c1=O | -4 | 3 | -5 | -3 | -1 | 1 | / | -5 | -7
CSCCC(NC(=O)c1cccc(S(=O)(=O)N2CCOCC2)c1)c1nc2ccccc2[nH]1 (stereo not given) | -2 | 8 | 0 | 8 | 6 | -2 | / | 4 | -2
Cc1cccc(NC(=O)CN2C(=O)N/C(=C/c3cc(C)n(-c4cccnc4)c3C)C2=O)c1 | -4 | -6 | -2 | -1 | 6 | -1 | 0 | 10 | -2
CC(O)CN(Cc1ccc(Cl)cc1)CC(C)O (stereo not given) | -2 | 2 | 5 | 2 | -3 | -4 | 5 | 2 | -4
COc1ccc(NC(=O)Cn2nnc(C(=O)NCc3cccs3)c2N)c(OC)c1 | 1 | 7 | 1 | 3 | -3 | 3 | -31 | 1 | -6
Nc1c(C(=O)N2CCOCC2)oc2ccccc12 | -4 | 0 | -2 | 5 | -2 | 0 | 1 | 5 | -5
CCOP(=O)(OCC)/C(=N/OC(=O)c1ccc(Cl)cc1Cl)C(N)=O | 3 | 15 | 0 | 6 | 10 | 4 | 4 | 4 | 5
C=CCN1C(=O)c2ccccc2C1(O)Cc1ccccc1 (stereo not given) | 1 | 9 | 1 | 4 | -4 | -4 | 1 | -2 | 1
O=C(COc1ccccc1)OCC(=O)c1ccc(S(=O)(=O)N2CCCCC2)cc1 | 4 | -8 | -2 | -5 | 4 | 4 | / | 3 | -2
O=S(=O)(Nc1nc2ccccc2nc1N1CCN(c2ccccc2)CC1)c1ccc(F)cc1 | -2 | -5 | -5 | 4 | 14 | 3 | 12 | 18 | 4
CCOC(=O)[C@@H]1[C@H]2COc3ccccc3[C@@H]2N2C(=O)N(c3cccc(Cl)c3)C(=O)[C@@]12C | -7 | -3 | -2 | 2 | 1 | -1 | 7 | 3 | -2
COc1ccc(C(=O)Nc2ccc(S(=O)(=O)N3CCCC3)cc2)cc1[N+](=O)[O-] | -4 | -4 | 0 | 0 | -9 | 4 | -3 | 1 | -4
Cc1ccc(S(=O)(=O)N2CCN(C(=O)CC(C)C)CC2)cc1 | -2 | 7 | 2 | 4 | -1 | 4 | 14 | -3 | -3
COc1ccc(/C=N/Nc2nonc2N)cc1OC | 0 | 4 | -4 | 1 | 7 | 6 | 2 | 2 | 5
CCC(=O)c1c(NCCc2ccccc2)cc(C)oc1=O | -6 | -4 | 1 | 3 | -2 | -1 | -1 | 5 | -3
COc1ccccc1/C=C1\SC(=S)N(CCC(=O)NNC(=O)c2ccccc2O)C1=O | -10 | 11 | -3 | 2 | 5 | -3 | -1 | 35* | -12
O=C(NCC(=O)N(Cc1ccccc1)C(C(=O)NCC1CCCO1)c1ccccc1)c1cccs1 (stereo not given) | 1 | -2 | -1 | 1 | 4 | 4 | 1 | 2 | 6
Cc1ccnc(NC(=O)c2cc3cc(F)ccc3s2)c1 | -4 | -3 | 17* | 2 | -2 | -10 | -8 | -1 | -6
O=C(COc1cccnc1[N+](=O)[O-])N1CCc2ccccc2C1 | -4 | 13 | 0 | -4 | -1 | -1 | 6 | -2 | -6
O=C(Nc1cccc(Br)c1)c1ccc2snnc2c1 | -11 | 10 | -5 | -1 | -11 | -32 | -3 | -12 | -16
Cc1cccc(C)c1NC(=S)N/N=C/c1ccc(C(=O)O)cc1 | 3 | 10 | -2 | -5 | 1 | 4 | 4 | -5 | 1
CCOP(=O)(OCC)C(C)(C)NC(=O)Nc1ccc(Cl)c(Cl)c1 | -2 | 1 | 3 | 3 | -2 | -3 | 9 | 6 | -1
CCSc1nnc(NC(=O)CSc2c(Cl)cccc2Cl)s1 | 2 | 2 | 2 | 7 | 50* | -2 | -4 | 13 | 2
O=C(Nc1ccccc1F)Nc1ccccc1F | -5 | 2 | -2 | -5 | -1 | -1 | 6 | -3 | -3
COC(=O)c1sc2nc(SCC(=O)N(C)c3ccccc3)n(N)c(=O)c2c1C | 3 | 4 | -11 | -1 | 4 | -3 | -1 | -4 | 0
CC(=O)Nc1ccc(OCC(O)Cn2nc(C)nc2C)cc1 (stereo not given) | 3 | 10 | -5 | 1 | 12 | 7 | -1 | 6 | -1
COCCn1c(-c2ccc(OC)cc2)nc2ccccc21 | -1 | 1 | -2 | 0 | -10 | 3 | 6 | 6 | 0
COc1ccc(-c2cc(C#N)nc(Cl)n2)cc1 | 0 | -2 | -5 | 0 | 1 | -5 | -23 | 10 | 4
CCOc1ccc(C2=Nn3c(nnc3-c3ccccc3)SC2)cc1Cl | 5 | 4 | 1 | 7 | -11 | 3 | 1 | 3 | 8
N#Cc1cccc(S(=O)(=O)NCC(=O)NCc2ccc3c(c2)OCO3)c1 | -3 | 8 | -3 | 6 | 4 | 0 | / | 5 | -3
CCn1nc(C)c(CNC(=O)c2cc(COc3cncc(Cl)c3)on2)c1C | -3 | 5 | 1 | -4 | 6 | -2 | 2 | 0 | 9
CC(C)CNC(=S)NC1CC2CCCC(C1)N2Cc1ccco1 (stereo not given) | 0 | 3 | -3 | 1 | 5 | 0 | 0 | -1 | -6
COC(=O)c1cn(NC(=O)Cc2cccc(C(F)(F)F)c2)c(=O)c2ccccc12 | 0 | 3 | 0 | 1 | 2 | -4 | 2 | -9 | -1
CN(CCCCCCN(C)Cc1ccccc1O)Cc1ccccc1O | -5 | 7 | -2 | 0 | 1 | -8 | 4 | -2 | -2
O=C(N/N=C/c1ccc[nH]1)c1ccccc1OCc1ccc(F)cc1 | 1 | 0 | -1 | 7 | 6 | 2 | 5 | 7 | 3
Cn1c(C(=O)NCc2cccnc2)cc2sccc21 | 4 | 9 | 0 | 3 | 11 | -12 | 8 | -4 | -1
Cn1c(CNC(=O)c2ccc3c(c2)OCO3)nnc1SCC(=O)Nc1ccc(F)cc1 | 1 | 1 | -5 | 2 | 4 | -4 | 5 | 3 | 0
Cc1ccccc1N1CC(C(=O)Nc2ccc(S(=O)(=O)N3CCCCC3)cc2)CC1=O (stereo not given) | -3 | 7 | -1 | 3 | -6 | -2 | 1 | 1 | 0
Cc1noc2ncnc(Oc3ccc(C(C)(C)C)cc3)c12 | -5 | 8 | 1 | 4 | -2 | 0 | -3 | -2 | -4
COc1ccc(/C=C/C(=O)OCC(=O)Nc2ccc(Cl)cc2F)cc1S(=O)(=O)N1CCOCC1 | -5 | 4 | -4 | 3 | 73* | -1 | 2 | 2 | -7
O=c1[nH]c(N2CCOCC2)nc2ccccc12 | 4 | 8 | 0 | -3 | -7 | 0 | 4 | 0 | 9
COc1ccc(C2=NN(C(=O)C(O)c3ccccc3)C(O)(C(F)(F)F)C2)cc1 (stereo not given) | 2 | 7 | 0 | 1 | -1 | 1 | 1 | 2 | 13
O=C(NNC(=O)c1cc(C(F)(F)F)cc(C(F)(F)F)c1)c1ccc(Cl)cc1 | -1 | / | 1 | / | / | -8 | 15 | -1 | 4
Cc1ccc2ccc3ccc(C)nc3c2n1 | -4 | 8 | -5 | 6 | -6 | -7 | -2 | -3 | -4
COC(=O)Cn1ncc(N2CC(C)OC(C)C2)c(Cl)c1=O (stereo not given) | 2 | 10 | 2 | 6 | 2 | 3 | 1 | 0 | 4
CCc1ccc(-c2ccc3nnc(SC)n3n2)cc1 | -2 | 5 | 3 | 4 | 0 | -2 | -6 | 2 | -1
CN(C)CCCN=C(NO)c1ccc(Cl)cc1Cl | 0 | 14 | -3 | 5 | 4 | -2 | -3 | -2 | -1
COc1ccc(-c2n[nH]c(C)c2-c2ccc(OC)c(OC)c2)c(O)c1 | -1 | 2 | 3 | 2 | 8 | 11 | 0 | 0 | 3
Cc1ccc(SCC(=O)NC2CCS(=O)(=O)C2)cc1 (stereo not given) | 1 | -3 | -2 | 11 | -11 | 0 | 7 | -1 | -1
O=C(NCc1ccco1)c1ccc(=O)[nH]n1 | 0 | -1 | -1 | 0 | -3 | -1 | 11 | -2 | 2
CCOC(=O)c1sc(NC(=O)CN2CC(C)OC(C)C2)nc1C (stereo not given) | -2 | 5 | -4 | 2 | 2 | -2 | -3 | -6 | -4
N#Cc1ccc(OCC(=O)NCC2COc3ccccc3O2)cc1 (stereo not given) | -1 | 2 | 3 | -5 | 2 | 2 | / | 3 | 1
O=C1CC(C(=O)Nc2nccs2)C(c2ccccc2)O1 (stereo not given) | -2 | 3 | 2 | -1 | -5 | 0 | -3 | 4 | 6
COc1ccccc1C(=O)Nc1ccccc1C(=O)NC1CCCCC1 | 4 | -2 | -4 | -1 | -2 | -3 | -5 | 4 | 7
Cc1ccc(S(=O)(=O)CCSc2ccc(C(F)(F)F)cn2)cc1 | 3 | / | -1 | / | / | 0 | -5 | 1 | -2
COc1ccc(CNc2nc3ccccc3n2C)c(OC)c1 | -3 | -2 | -3 | 2 | 3 | 10 | -4 | -4 | 2
Later entries.
SMILES | LYPLA1 counter | PAFAH1B3 inh | PAD4 inh | PAFAH1B2 inh | PAFAH2 FP inh | PME-1 primary | GSTO1 inh | pPAFAH inh | LYPLA2 inh
CCS(=O)(=O)CCSc1nc2ccccc2o1 | 3 | -3 | 0 | 1 | 8 | -1 | 12 | 4 | 10
COc1ccc(S(=O)(=O)N2CCCCCC2)cc1NC(=O)CN(C)Cc1ccc2c(c1)OCO2 | -2 | -2 | -2 | -1 | 13 | 22 | / | 0 | -4
Cc1ccc2nc(C3CCN(CC(=O)Nc4ccc5c(c4)OCCO5)CC3)[nH]c2c1 | -3 | 11 | 2 | 2 | 0 | 0 | 5 | -3 | -5
COCCNC(=S)N1CCc2cc(OC)c(OC)cc2C1c1cccs1 (stereo not given) | 1 | -2 | -2 | 3 | 3 | 2 | -5 | 2 | -1

The list is partial; the hit share may differ from the screen's.
